# MITF inh: human MITF inhibition, primary screen. inhibition, % at 2.6 µM. O75030. hit rate 0.91% among 650,000. AlphaScreen MITF homodimerization, bead proximity signal; in the data active = inhibition above about 50%;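 also: 0% = vehicle wells with protein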
# Target sequence (O75030 whole entry, looked up): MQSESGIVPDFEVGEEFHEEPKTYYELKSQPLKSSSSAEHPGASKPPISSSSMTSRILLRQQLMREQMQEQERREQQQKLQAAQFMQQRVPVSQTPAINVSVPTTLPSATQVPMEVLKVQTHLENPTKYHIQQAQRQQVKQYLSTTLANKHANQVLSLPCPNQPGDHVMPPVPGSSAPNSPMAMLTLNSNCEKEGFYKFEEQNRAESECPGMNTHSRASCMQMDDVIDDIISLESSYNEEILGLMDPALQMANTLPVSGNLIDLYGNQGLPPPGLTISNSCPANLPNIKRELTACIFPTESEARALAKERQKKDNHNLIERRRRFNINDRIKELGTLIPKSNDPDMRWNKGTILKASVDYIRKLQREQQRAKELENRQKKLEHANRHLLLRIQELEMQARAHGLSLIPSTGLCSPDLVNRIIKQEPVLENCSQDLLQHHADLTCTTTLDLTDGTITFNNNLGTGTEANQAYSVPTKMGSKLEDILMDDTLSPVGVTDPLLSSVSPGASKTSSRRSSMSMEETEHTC
# TEAD-YAP block: TEAD-YAP interaction inhibition | AID 1259422 | hit rate 1.4% among 640,000 | inhibition, % at 9.12 µM | HEK-TIYL cells, TEAD-Gal4/YAP UAS-luciferase luminescence; in the data active = inhibition above about 32%;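 also: 0% = median of test compound wells and 100% = reference inhibitor wells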
# GPR151 ag: activates the human receptor GPR151; Q8TDV0; PathHunter beta-arrestin GPR151 cells, luminescence; activation, % at 11.2 µM; hit rate 1% among 650,000; AID 1508602; in the data active = activation above about 4.9%;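 also: 0% = median of compound wells and 100% = cells with positive control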
# Target sequence (Q8TDV0 whole entry, looked up): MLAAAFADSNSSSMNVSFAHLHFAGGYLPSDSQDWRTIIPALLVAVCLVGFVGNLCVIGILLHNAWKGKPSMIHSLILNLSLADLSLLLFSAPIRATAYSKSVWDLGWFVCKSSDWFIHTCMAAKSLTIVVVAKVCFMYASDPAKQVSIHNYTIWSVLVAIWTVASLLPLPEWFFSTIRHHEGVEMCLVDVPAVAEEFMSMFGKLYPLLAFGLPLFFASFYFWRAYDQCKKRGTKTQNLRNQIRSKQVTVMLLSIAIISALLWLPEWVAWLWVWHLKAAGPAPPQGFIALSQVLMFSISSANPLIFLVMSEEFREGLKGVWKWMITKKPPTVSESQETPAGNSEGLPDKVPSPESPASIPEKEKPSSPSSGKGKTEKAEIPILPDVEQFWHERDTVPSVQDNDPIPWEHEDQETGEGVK
# FBW7 activator: activators of human E3 ligase FBW7. AlphaScreen FBW7–phospho-cyclin E peptide binding, activator screen. Q969H0. normalized activity (activation), % at 26.1 µM. hit rate 0.13% among 650,000; in the data active = normalized activity above about 1.9%;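 also: purified mutant Fbw7 with reduced substrate affinity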
# * hit, by the source's call.
SMILES,MITF inh,TEAD-YAP block,GPR151 ag,FBW7 activator
Cc1ccc(-c2nc3s/c(=C\c4cn(-c5ccccc5)nc4-c4ccc(Cl)cc4)c(=O)n3n2)cc1,-13.0,-31.3,2.6,-0.1
COc1cccc(-c2nn(C)c3sc(C(=O)Nc4ccc5c(c4)OCO5)cc23)c1,-2.7,-8.1,1.3,-0.2
CC(=O)c1cccc(N(CC(=O)Nc2ccc(Br)cc2F)S(C)(=O)=O)c1,8.7,-5.6,-0.7,-0.6
CCOC(=O)CSc1ncnc2c1c(-c1ccccc1)cn2-c1ccc(F)cc1,19.1,-1.9,0.5,0.2
CCOc1cc(C(=O)Nc2ccc(O)c(-c3nc4ccccc4s3)c2)cc(OCC)c1OCC,-12.1,7.0,0.0,0.0
COc1ccc(CCNc2ncnc3nc(-c4ccc(OC)nc4)[nH]c23)cc1,-2.8,2.1,1.7,-0.1
CCOc1ccc(NC(=O)CSc2nc3cc(C(=O)OC)ccc3c(=O)n2CCC2=CCCCC2)cc1,0.2,8.2,-0.8,-0.2
Cc1nnc(SCC(=O)NCCc2ccccc2)n1-c1ccc(F)cc1,-2.6,-13.2,0.4,0.1
COc1cccc(NC(=O)CSc2nc3cc(C(=O)NCc4ccccc4)ccc3c3nc4ccccc4n23)c1,-6.8,13.4,-0.5,-0.1
CCOc1ccc2nc(N3CCCC3C(=O)NCc3csc(C)n3)nc(C)c2c1 (stereo unspecified),2.1,-2.0,0.7,0.1
Cc1cccc(NC(=O)C(C)N2Cc3ccccc3C2=O)n1 (stereo unspecified),4.9,5.2,2.0,0.0
O=C(NCc1ccc(Cl)cc1)NCc1nnnn1-c1ccc(Cl)cc1,11.1,11.4,-2.3,0.1
Cc1cc(C)cc(Oc2nc3ccccn3c(=O)c2/C=C(\C#N)C(=O)NC2CCCC2)c1,8.2,-10.0,-8.0,0.1
Cc1ccc(-c2cc(C(=O)OCC(=O)c3ccc(Br)cc3)c3cccc(C)c3n2)cc1,16.0,3.7,0.2,0.0
Cc1c(N2C(=O)C3C4C=CC(C5CC45)C3C2=O)c(=O)n(-c2ccccc2)n1C (stereo unspecified),-15.7,7.3,1.3,0.0
O=[N+]([O-])c1ccc(SCc2ccco2)cc1N1CCOCC1,15.9,-18.9,0.3,-0.3
O=[N+]([O-])c1ccccc1Oc1ccc(Cl)cc1,0.3,4.7,-0.4,0.1
CCC(C)C(=O)NCc1nnc2n1CCN(Cc1ccc(-c3ccc(Cl)cc3)o1)CC2 (stereo unspecified),-3.5,-3.8,-0.1,0.5
COc1cccc(C2CC(c3ccc(Cl)cc3)=NC(c3ccc(C(F)(F)F)cc3)N2)c1O (stereo unspecified),6.1,-21.1,0.0,0.1
O=C(Cn1c(=O)n(CCc2ccccc2)c(=O)c2cccnc21)Nc1ccc(F)cc1,3.2,-0.5,-0.2,0.1
CCc1nn2c(N3CCN(C)CC3)cc(C)nc2c1-c1cccs1,9.6,1.7,1.9,0.0
CCCOC1CCCN(C(=O)CCc2nnc(CCCCc3ccccc3)o2)C1 (stereo unspecified),3.6,-1.4,1.0,-0.1
Cn1c(COc2cccc3ccccc23)nnc1SCC(=O)NC(C)(C)C,-6.0,-12.9,-0.3,-0.1
Cc1ccc(C(=O)N(Cc2ccncc2)Cc2cccc(OC3CCOC3)c2)s1 (stereo unspecified),5.1,-2.5,-0.9,-0.2
COc1cccc(CCc2nnc(CCC(=O)N3C[C@@H](C)O[C@@H](C)C3)o2)c1,21.7,-5.1,-0.8,0.0
CCOc1ccc(NC(=O)CN2CCN(c3nccn3C)CC2)cc1,-2.0,-13.5,-1.3,0.0
CCCC(=O)Nc1ccc2c(c1)C(=O)NC2=O,-3.1,5.3,1.7,0.2
Cc1cc(C)c(Cc2c(C)nc3c(C(=O)NCCN(C)C)cnn3c2C)c(C)c1,-1.2,14.0,-0.2,0.0
CCC(C)(C)NC(=O)CN(Cc1cccs1)C(=O)C(=O)Nc1ccc2c(c1)OCCO2,0.2,-4.6,-0.7,0.2
CC1CCCCN1S(=O)(=O)c1cccc2nsnc12 (stereo unspecified),28.5,2.3,-0.9,0.1
O=C(CSc1nnnn1C1CCCC1)NCc1cccs1,3.7,-2.6,0.2,-0.1
COc1ccc(O)c(C2NN=C(c3ccccc3)S2)c1 (stereo unspecified),-0.2,41.7*,-1.2,0.0
Cc1ccc(S(=O)(=O)Nc2cccc(C(=O)N3CCOCC3)c2)cc1,7.8,4.1,0.4,-0.1
CCOc1ccc(N2C(=O)/C(=C\c3ccc(Br)cc3)S(=O)(=O)C2c2cccc([N+](=O)[O-])c2)cc1 (stereo unspecified),-5.0,7.5,-0.6,-0.1
CCN(CC)c1ccc(C2C(C(=O)Nc3ccc(Br)cn3)=C(C)NC3=C2C(=O)CC(C)(C)C3)cc1 (stereo unspecified),21.5,-3.6,1.9,0.2
COC(=O)C1=C(C)Nc2nnnn2C1c1ccc(OCc2ccccc2)c(OC)c1 (stereo unspecified),7.0,4.3,0.3,0.1
COc1ccc(C2/C(=C(\O)c3ccccc3)C(=O)C(=O)N2c2nnc(C)s2)cc1OC (stereo unspecified),2.3,6.3,-0.4,-0.2
O=C(O)c1cc(N(Cc2ccccc2O)Cc2cc(O)ccc2O)ccc1O,23.4,5.5,-2.1,-0.1
CC(C)c1ccc(N/C=C/C(=O)c2ccco2)cc1,-19.9,78.1*,-0.6,-0.4
Cc1ccc(NC(=O)CN(C)S(=O)(=O)c2ccc3c(c2)n(C)c(=O)c(=O)n3C)c(C)c1,4.8,-0.8,-0.9,0.0
CCN(CC(=O)NC1CCCC1)S(=O)(=O)c1ccc(Br)cc1,8.1,3.8,1.8,-0.2
CC(C)CCN1CCN2C(=O)[C@H](CO)N(C)C(=O)[C@H]2C1,-3.3,-5.8,1.4,-0.2
CC(C)c1ccc(S(=O)(=O)N2CCN(CC(=O)Nc3ccc(F)c(F)c3)CC2)cc1,10.7,-8.5,0.9,0.1
Cc1ccn(CC(=O)N2CCC3(CC2)CC3C(=O)N2CCN(Cc3cccs3)CC2)n1 (stereo unspecified),5.7,11.1,0.3,-0.1
Cc1cccc(NC(=O)c2cc(S(=O)(=O)NCCc3ccccc3)ccc2F)c1,-12.1,4.1,-0.9,-0.1
CCc1ccc(-c2cc3c(SCC(=O)Nc4ccc(OC)cc4OC)nccn3n2)cc1,13.2,0.0,-2.3,-0.2
COc1ccc(Nc2nc3ccccc3nc2NS(=O)(=O)c2ccc(Cl)cc2)c(OC)c1,10.9,-20.2,-0.3,0.6
N#Cc1ccc(OCC(=O)OCC(=O)Nc2ncc(C(F)(F)F)cc2Cl)cc1,6.4,11.4,-1.3,0.2
O=C(Cc1nnc(NC(=O)c2ccccc2)s1)N/N=C\c1ccc(O)cc1,-8.0,-2.4,-0.8,-0.1
COC(=O)C1=C(C(=O)c2ccccc2)C(c2ccc(Br)cc2)Nc2nnnn21 (stereo unspecified),-14.0,-6.3,-0.5,0.0

# The list goes on; it opens with the two that closed the last part.
SMILES,MITF inh,TEAD-YAP block,GPR151 ag,FBW7 activator
O=C(Cc1nnc(NC(=O)c2ccccc2)s1)N/N=C\c1ccc(O)cc1,-8.0,-2.4,-0.8,-0.1
COC(=O)C1=C(C(=O)c2ccccc2)C(c2ccc(Br)cc2)Nc2nnnn21 (stereo unspecified),-14.0,-6.3,-0.5,0.0
Cc1ccc(-c2nccnc2NS(=O)(=O)c2cccc(Cl)c2)cc1,3.8,-4.4,0.4,-0.4
Cc1ccc(S(=O)(=O)Nc2ccc(F)c([N+](=O)[O-])c2)cc1,-3.8,1.0,1.1,0.0
Cc1ccccc1N1CCN(Cc2ccc(Br)o2)CC1,21.8,-6.2,1.3,-0.1
COc1ccc(C(c2nnnn2C(C)(C)C)N2CCN(c3ccccc3OC)CC2)cc1 (stereo unspecified),10.5,-1.5,-0.5,0.0
Cc1csc2ncc(C(=O)NCc3ccc(Cl)cc3)c(=O)n12,10.0,6.0,1.5,0.7
CCC(=O)N(Cc1cc2cccc(C)c2[nH]c1=O)CC1CCCO1 (stereo unspecified),11.6,0.9,-0.1,-0.2
COc1ccc(-n2nc(C(=O)Nc3ccccc3F)c3ccccc3c2=O)c(OC)c1,-3.7,-5.2,-2.1,0.0
O=C(NCCS(=O)CCNC(=O)C(F)(F)F)C(F)(F)F,-3.9,0.1,-0.2,-0.2
COc1ccc(-c2cc(C(=O)Nc3c(C)n(C)n(-c4ccccc4)c3=O)no2)cc1OC,-2.2,0.4,0.0,-0.2
O=C(NNc1cc(N2CCOCC2)nc(N2CCOCC2)n1)c1ccc([N+](=O)[O-])cc1,0.4,-3.0,-1.6,-0.1
CC(=O)c1ccc(NC(=O)N2CCCC2c2nc(-c3ccccc3)c3ccccn23)cc1 (stereo unspecified),-8.8,-37.7,-0.8,0.0
O=C(CCc1nnc(Cc2c[nH]c3ccccc23)o1)NCCC1COc2ccccc2O1 (stereo unspecified),-3.7,3.7,0.3,-0.1
Cc1nn(C)c(C)c1-c1nc2ccc(C(=O)NC3CC3)cc2s1,5.2,-26.9,2.4,0.0
O=C(CCN1C(=O)C2C3C=CC(CC3)C2C1=O)NCc1ccc2c(c1)OCO2 (stereo unspecified),9.2,12.3,0.8,0.1
Cc1ccc(C(c2nnnn2Cc2ccc3c(c2)OCO3)N2CCN(C)CC2)cc1 (stereo unspecified),9.6,-11.8,0.5,-0.1
CN(Cc1ccc2ccccc2n1)C(=O)CC1C(=O)NCCN1C (stereo unspecified),6.8,-7.2,-0.3,0.1
Cc1ccc(NC(=O)c2ccc(C#N)cc2)c(C(=O)c2ccccc2)c1,6.7,4.9,1.2,0.1
CC1(C)CC(=O)C2=C(C1)Nc1ccccc1N(C(=S)Nc1ccccc1)C2c1ccc(Cl)cc1 (stereo unspecified),15.0,4.0,-0.8,-0.1
O=C(CCCn1c(SCc2cc(=O)n3cc(Cl)ccc3n2)nc2ccccc2c1=O)NCc1ccco1,-7.4,-9.6,0.8,-0.1
O=C(Nc1ccc(Cl)c(C(F)(F)F)c1)c1cc2n(n1)C(C(F)(F)F)CC(c1ccc(Cl)cc1)N2 (stereo unspecified),5.3,-1.9,1.0,0.1
O=C1C(Cl)=C(c2ccc(Cl)cc2)C(=O)N1c1ccc([N+](=O)[O-])cc1,17.7,3.4,0.5,0.1
O=C1CC(c2ccc(S(=O)(=O)NCc3ccncc3)cc2)CN1 (stereo unspecified),0.4,-4.6,0.0,0.0
CCc1ccc(CN(C)c2nc3nonc3nc2NCCOC)nc1,3.3,5.4,2.8,-0.2
O=C(Nc1ccc(F)c(F)c1)c1c(O)c2c([nH]c1=O)CCCC2,10.7,-2.2,3.4,0.1
Clc1ccc(-n2cc(-c3ccccc3)c3c(N4CCCC4)ncnc32)cc1,2.9,-0.8,-1.4,0.1
COc1cc(N2CCN(S(=O)(=O)c3cc(C)c(C)cc3C)CC2)nc(OC)n1,-17.4,-2.5,-2.5,-0.2
Cc1ccc(N2C(N)=C(C#N)C(c3ccc(Br)s3)C3=C2CC(C)(C)CC3=O)cc1 (stereo unspecified),2.2,-7.4,1.3,-0.1
CC(=O)CSc1nc(C)nc2sc3c(c12)CCC3,14.3,5.7,-0.8,0.3
CCCC(=O)N=c1sc2cc(F)cc(F)c2n1C,-0.5,3.1,-0.6,0.0
CCOC(=O)N1CC=C2C(C#N)=C(N)C(C#N)(C#N)C(c3cc(OC)cc(OC)c3)C2C1 (stereo unspecified),-3.5,8.4,0.0,0.0
COc1ccc(OC)c(S(=O)(=O)N2CCCC(c3[nH]ncc3C)C2)c1 (stereo unspecified),-2.6,3.1,0.1,-0.1
Cc1sc2c(c1C)c(=O)nc1n2C(CSc2nc3sc4c(c3c(=O)[nH]2)CCCC4)CS1 (stereo unspecified),2.1,-3.4,0.0,0.0
COC(=O)c1ccc(C(=O)OC)c(NC(=O)C(CC(C)C)N2C(=O)c3ccccc3C2=O)c1 (stereo unspecified),-4.4,4.7,0.4,-0.1
Clc1ccc(CSc2nc(Nc3ccc4c(c3)OCO4)c3ccccc3n2)cc1,-6.8,-0.1,0.7,0.0
O=[N+]([O-])c1ccc(Nc2nc(Cl)nc(NCCO)n2)cc1,2.1,12.5,1.2,0.1

# By substructure, those above with an aryl thioether with sulfur outside any ring
SMILES,MITF inh,TEAD-YAP block,GPR151 ag,FBW7 activator
CCOC(=O)CSc1ncnc2c1c(-c1ccccc1)cn2-c1ccc(F)cc1,19.1,-1.9,0.5,0.2
CCOc1ccc(NC(=O)CSc2nc3cc(C(=O)OC)ccc3c(=O)n2CCC2=CCCCC2)cc1,0.2,8.2,-0.8,-0.2
Cc1nnc(SCC(=O)NCCc2ccccc2)n1-c1ccc(F)cc1,-2.6,-13.2,0.4,0.1
COc1cccc(NC(=O)CSc2nc3cc(C(=O)NCc4ccccc4)ccc3c3nc4ccccc4n23)c1,-6.8,13.4,-0.5,-0.1
O=[N+]([O-])c1ccc(SCc2ccco2)cc1N1CCOCC1,15.9,-18.9,0.3,-0.3
Cn1c(COc2cccc3ccccc23)nnc1SCC(=O)NC(C)(C)C,-6.0,-12.9,-0.3,-0.1
O=C(CSc1nnnn1C1CCCC1)NCc1cccs1,3.7,-2.6,0.2,-0.1
CCc1ccc(-c2cc3c(SCC(=O)Nc4ccc(OC)cc4OC)nccn3n2)cc1,13.2,0.0,-2.3,-0.2
O=C(CCCn1c(SCc2cc(=O)n3cc(Cl)ccc3n2)nc2ccccc2c1=O)NCc1ccco1,-7.4,-9.6,0.8,-0.1
CC(=O)CSc1nc(C)nc2sc3c(c12)CCC3,14.3,5.7,-0.8,0.3
Cc1sc2c(c1C)c(=O)nc1n2C(CSc2nc3sc4c(c3c(=O)[nH]2)CCCC4)CS1 (stereo unspecified),2.1,-3.4,0.0,0.0
Clc1ccc(CSc2nc(Nc3ccc4c(c3)OCO4)c3ccccc3n2)cc1,-6.8,-0.1,0.7,0.0

# High-throughput results from PubChem BioAssay.
